Bioassay records as filed in PubChem.
Cav32 inh – human Cav3.2 channel inhibition, primary screen; O95180; Cav3.2-expressing cells, Fluo-4 calcium fluorescence FDSS; stronger effect = lower value; B-score at 10 µM; actives 4% (n = 100,000); AID 449739;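 active = single-dose well whose peak fluorescence ratio is a statistical outlier from its plate by either plate-standardised score or position-corrected B-score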
Numbers without * were called inactive. Not all compounds are listed; the hit share may differ from the screen's.

SMILES	Cav32 inh
O=C(NCC1CCCO1)C1CCN(CC2CCCCC2)CC1 (stereo not given)	0.028
O=C(c1n[nH]c(=O)c2ccccc12)N1CCN(c2ccccc2Cl)CC1	-1.47
Cc1cc(C)cc(N(CC(=O)NCC2CCCO2)C(=O)CCC(=O)Nc2cc(C)on2)c1 (stereo not given)	0.167
CN(CC(=O)Nc1ccccc1N1CCOCC1)S(=O)(=O)c1ccc(F)cc1	-0.966
CCc1ccc(CCC(=O)Nc2nnc(CC)s2)o1	0.905
Cc1ccccc1C(=O)/C=C1/c2ccccc2CC(C)(C)N1C	-3.88*
CC(C)N(C)C1CCN(C(=O)Nc2ccc(Cl)c(Cl)c2)CC1	0.993
O=C(NNC1=C(C(=O)C(F)(F)F)CCC1)c1ccc(Br)cc1	-5.09*
COc1cc(OC)cc(C(=O)NC(=S)NCCc2ccccc2)c1	-0.144
COc1cc(/C=C2\S/C(=N/S(=O)(=O)c3ccc(C)cc3)NC2=O)c([N+](=O)[O-])cc1OC	-5.27*
COc1ccc(C)cc1NC(=O)CN1CCN(S(=O)(=O)c2ccc(F)cc2)CC1	2.29
COC(=O)c1sc(S(=O)(=O)Nc2ccc3cn[nH]c3c2)c(C(=O)OC)c1C	-0.607
O=C(CCCN1C(=O)CCC1=O)Nc1cccc(C(F)(F)F)c1	0.00192
COc1ccccc1NC(=O)N1CCCC1C(=O)Nc1nnc(C(C)C)s1 (stereo not given)	0.373
O=C(NCCO)c1ccc(-c2nnc(N3CCOCC3)c3ccccc23)cc1	0.0366
CCN(CC)Cc1c(O)ccc2c(=O)c(Oc3ccccc3OC)coc12	0.125
CC(C)(C)NC(=O)NC(=O)Cn1cc(C(F)(F)F)ccc1=O	0.615
CCC(Sc1nc2ccccc2c(=O)n1CC1CCCO1)C(=O)NCc1cccnc1 (stereo not given)	1.46
Cc1ccccc1-n1c(=O)cc(N2CC(C)OC(C)C2)[nH]c1=O (stereo not given)	0.0331
Cc1ccc(C2=NCCNC2=O)c(C)c1	0.354
COc1cccc(C2CC(c3ccccc3OC)n3ncnc3N2)c1 (stereo not given)	1.3
CCOC(=O)c1cc2c(ccn2C)n1CC(=O)N1CCN(c2ccccc2OC)CC1	-0.487
CCCCNC(=O)CSc1nnc(Cc2ccccc2)n1CC	0.188
CCCn1cnc2c(c1=O)c1nc3ccccc3nc1n2Cc1ccccc1OC	0.495
O=C(c1ccc(-n2cccc2)cc1)N1CCN(Cc2ccccc2)CC1	0.788
CC(/C=N/NC(=O)c1n[nH]c2c1CCC2)=C\c1ccccc1	-2.69
COc1cccc(C2C(C#N)=C(N)Oc3c2oc(CO)cc3=O)c1 (stereo not given)	-0.0571
CCCCn1nnnc1SCC(=O)N1CCOCC1	0.0223
CCCc1cc(=O)[nH]c(Nc2ccc(N3CCCCC3)cc2)n1	0.463
COC(=O)C1=C(C)N(CCCC(=O)O)C(=O)NC1c1cccc(Cl)c1Cl (stereo not given)	1.45
COc1ccc(-c2nnc(SCc3ccccc3)n2N)cc1	-0.181
Cc1ccc(S(=O)(=O)Cn2nnnc2C(c2ccc(F)cc2)N2CCC(C(N)=O)CC2)cc1 (stereo not given)	-0.276
CC1(C)Cc2noc(N)c2C(C)(C)N1OC(=O)c1ccccc1	-1.28
COc1ccc(C(c2sc3nc(C)nn3c2O)N2CCCCC2)cc1 (stereo not given)	-0.0328
CCN(CC)C(=O)c1sc(NC(=O)c2ccoc2C)c(C(=O)OC)c1C	-0.56
Cc1noc(C)c1C(=O)N1CC(C)OC(C)C1 (stereo not given)	1.04
COc1ccccc1CN(Cc1nc2ccccc2c(=O)[nH]1)C(=O)Nc1cccc(C)c1	-2.81
CO/N=C/c1ccc(N2CCN(C(=O)c3ccc(F)cc3)CC2)c([N+](=O)[O-])c1	-0.105
CCOC(=O)N(C)OC(=O)Nc1ccc(Cl)c(Cl)c1	-1.37
Nc1nc2n(n1)C(c1cccc(Br)c1)CC(c1ccc(F)cc1)N2 (stereo not given)	0.561
Cc1cc(C)c(OCCCCn2cnc3ccccc3c2=O)c(C)c1	-0.571
CCCNCc1cc(OC)c(OCCC)cc1Cl	1.4
Cc1ccc(-c2nc3ccccc3c(=O)n2CCN2CCOCC2)cc1	1.15
Cc1nn(C)cc1/C=N/NC(=O)c1ccc2c(c1)OCO2	-0.202
NC(=O)c1ncc(C(F)(F)F)cc1Oc1ccc(C(F)(F)F)cc1	0.507
Cc1nn(C)cc1/C=N/O	0.772
CCOc1cc(CN2CCN(c3cccc(C(F)(F)F)c3)CC2)ccc1OC	-4.4*
CN1CCCCc2c1nc1ccccc1c2N (tested in a mixture with another compound)	0.0278
Clc1ccc(C2=C3CCCCn4c(-c5ccccc5)c[n+](c43)C2)cc1	-2.9
CCCNC(=O)c1nc2ncc(Br)cn2n1	0.163

Following part:
SMILES	Cav32 inh
Cn1c(=O)c2c(nc(N3CCNCC3)n2Cc2cccc3ccccc23)n(C)c1=O	0.167
O=C(O)c1ccccc1OCCOc1ccccc1C(=O)O	-0.578
O=C(C1CCN(S(=O)(=O)c2ccc(Cl)cc2)CC1)N1CCOCC1	0.191
O=C(c1ccc(N2C(=O)CCC2=O)cc1)N1CCN(c2ccccc2)CC1	-0.122
O=C(O)CCN1Cc2ccccc2C1=O	-2.76
O=c1oc2ccccc2c2c1C(c1ccc(Cl)cc1)Nc1ccc3ccccc3c1-2 (stereo not given)	0.0236
CCOC(=O)c1c(-c2ccc(-c3ccccc3)cc2)csc1NC(=O)C1C2CCC(O2)C1C(=O)O (stereo not given)	-4.6*
CC(=O)SC(C)CC(=O)Nc1ccccc1 (stereo not given)	-2.11
O=C(CN1CCN(C(c2ccccc2)c2ccccc2)CC1)NC(=O)NCc1ccco1	-5.1*
O=C(Nc1ccc2nc(-c3cccs3)c(-c3cccs3)nc2c1)NC1CC1	0.181

Exported with values ahead of the structure: entries from further up.
Cav32 inh,Molecule
0.561,Nc1nc2n(n1)C(c1cccc(Br)c1)CC(c1ccc(F)cc1)N2 (stereo not given)
-0.571,Cc1cc(C)c(OCCCCn2cnc3ccccc3c2=O)c(C)c1
1.4,CCCNCc1cc(OC)c(OCCC)cc1Cl
1.15,Cc1ccc(-c2nc3ccccc3c(=O)n2CCN2CCOCC2)cc1
-0.202,Cc1nn(C)cc1/C=N/NC(=O)c1ccc2c(c1)OCO2
0.507,NC(=O)c1ncc(C(F)(F)F)cc1Oc1ccc(C(F)(F)F)cc1
0.772,Cc1nn(C)cc1/C=N/O
-4.4*,CCOc1cc(CN2CCN(c3cccc(C(F)(F)F)c3)CC2)ccc1OC
0.0278,CN1CCCCc2c1nc1ccccc1c2N (tested in a mixture with another compound)
-2.9,Clc1ccc(C2=C3CCCCn4c(-c5ccccc5)c[n+](c43)C2)cc1
0.163,CCCNC(=O)c1nc2ncc(Br)cn2n1
0.167,Cn1c(=O)c2c(nc(N3CCNCC3)n2Cc2cccc3ccccc23)n(C)c1=O
-0.578,O=C(O)c1ccccc1OCCOc1ccccc1C(=O)O
0.191,O=C(C1CCN(S(=O)(=O)c2ccc(Cl)cc2)CC1)N1CCOCC1
-0.122,O=C(c1ccc(N2C(=O)CCC2=O)cc1)N1CCN(c2ccccc2)CC1
-2.76,O=C(O)CCN1Cc2ccccc2C1=O
0.0236,O=c1oc2ccccc2c2c1C(c1ccc(Cl)cc1)Nc1ccc3ccccc3c1-2 (stereo not given)
-4.6*,CCOC(=O)c1c(-c2ccc(-c3ccccc3)cc2)csc1NC(=O)C1C2CCC(O2)C1C(=O)O (stereo not given)
-2.11,CC(=O)SC(C)CC(=O)Nc1ccccc1 (stereo not given)

(more compounds)
SMILES	Cav32 inh
CCN(CC)C(=O)CSc1nc(-c2cccs2)cc(-c2cccs2)c1C#N	-5.99*
CCOC(=O)C1CCN(C(=O)C2CCN(S(=O)(=O)CC)CC2)CC1	0.237
COc1ccc(-n2cnnc2SCC(=O)Nc2nc(C)c(Cl)cc2Cl)cc1	1.78
CC(=O)Nc1cccc(Cl)c1C(=O)O	-0.194
Cc1nc2ccc(S(=O)(=O)Nc3cc(-c4nc5cccnc5s4)ccc3C)cc2s1	-2.82
COc1ccc(CN2CCNC(=O)C2CC(=O)O)c(OC)c1 (stereo not given)	0.171
CC(C)COC(=O)n1c(=O)oc2cc(S(=O)(=O)N3CCCCC3)ccc21	-1.1
CCc1nnc(NC(=O)CSc2nnc(CSc3nc(C)cc(C)n3)o2)s1	0.21
Cc1cccc(N2CCN(C(=O)C3CCN(S(=O)(=O)c4cccc5nsnc45)CC3)CC2C)c1 (stereo not given)	-3.36*
CCCOC(=O)C1=C(C)NC2=C(C(=O)CC(C)(C)C2)C1c1ccc(N(C)C)cc1 (stereo not given)	-0.337
Cc1cc2oc3c(c(=O)c2cc1C)C(c1ccc(F)cc1)N(CCCN1CCOCC1)C3=O (stereo not given)	1.24
O=C(NCc1cccs1)c1cccc(N2CCCC2=O)c1	-0.76
CNC(=O)C1CC(=O)N(Cc2ccc3c(c2)OCO3)C(=Nc2ccc(OC)cc2)S1 (stereo not given)	-0.281
O=C(NCCN1CCOCC1)c1ccc2ccccc2n1	1.17
Cc1[nH]n(-c2ccccc2)c(=O)c1C(C[N+](=O)[O-])c1ccccc1Cl (stereo not given)	0.218
c1ccc(Cn2cc(CSc3ccccc3)nn2)cc1	-0.00576
CCc1ccc(/C=C/C(=O)c2cc(Br)ccc(=O)c2O)cc1	-3.47
CC1CCCC(NC(=O)Cc2ccc(Br)cc2)C1C (stereo not given)	-1.21
CCOC(=O)c1ccc(NC(=O)CN2C(=O)C(=O)N(CC(C)C)C2=O)cc1	-0.503
O=C(Nc1ccc(N2CCCC2)c(Cl)c1)c1ccc(Br)o1	-1.65
O=C(Nc1cnc2ccccc2c1)c1cccnc1	0.759
Cc1cc(C)nc(Nc2n[nH]c(COc3ccccc3)n2)n1	0.0599
C=CCn1c(SCC(=O)Nc2ncc(Cc3cc(C(F)(F)F)ccc3Cl)s2)nnc1-c1ccncc1	-0.274
Cc1cccc2c1Sc1ccccc1CC2=O	0.677
CN(C)CCCC(=O)c1ccc2c(c1)OCO2	-0.0289
Cn1c(CN2CCCC2)nc2cc(NS(=O)(=O)c3ccccc3)ccc21	0.268
CCc1ccc(C(=O)COC(=O)CNC(=O)c2cccs2)cc1	-0.0608
Cc1cc(C)c2c(n1)nn1c(C)c(CCC(=O)NCc3ccco3)c(C)nc21	1.16
Cc1ccc(C)c(N2CCN(C(=O)c3ccc(Cn4c(=O)[nH]c5ccccc5c4=O)cc3)CC2)c1	-5.93*
CCCCCC/C(C)=C1/SC(=S)NC1=O	-2.72
COC(=O)C(O)(CC(=O)Nc1ccc(C)c(F)c1)C(F)(F)F (stereo not given)	0.307
CCCCNC(=O)C1CCCNC1=O (stereo not given)	-0.17
Nc1cccc2cnccc12	0.927
O=c1cc(O)c(-c2ccccc2Cl)c(Cl)[nH]1	1.3
Cc1ccc(S(=O)(=O)N/N=C2/CC(c3ccccc3)Oc3ccccc32)cc1 (stereo not given)	-2.75
Cc1ccc(C)c(N2C(=O)CC(N3CCN(Cc4ccc5c(c4)OCO5)CC3)C2=O)c1 (stereo not given)	-0.305
CC(C(=O)N/N=C/c1ccc(N(C)C)c(Br)c1)N(c1ccccc1)S(C)(=O)=O (stereo not given)	-5.97*
COC(=O)c1ccccc1NC(=S)NC(=O)COc1ccccc1	-0.443
COc1ccc(OC)c(N(CC(=O)NCCSc2ccccc2)S(C)(=O)=O)c1	0.65
N=C(N)SCc1nc2ccccc2c(=O)n1-c1ccccc1Cl	-1.43
CN(C)c1ccc(CNC23CN4CN(CN(C4)C2)C3)cc1	0.664
c1ccc(C(c2nnnn2Cc2ccco2)N2CCN(C3CCCC3)CC2)cc1 (stereo not given)	0.401
COc1ccc(N(CC(=O)NCc2ccco2)S(C)(=O)=O)cc1OC	0.658
CCOc1ccc(N(CC(=O)N2CCc3ccccc32)S(=O)(=O)c2c(C)noc2C)cc1	-1.72
O=C(NCCc1nc(-c2ccccc2Cl)no1)C1CCCCC1	-0.0577
O=C(NCC(F)(F)F)Nc1cccnc1	1.5
CCSc1ccccc1C(=O)Nc1cccnc1	-0.581
Cc1nc2nc[nH]n2c(=O)c1CC(=O)O	0.29
CCn1c(COc2ccccc2)nnc1SCC(=O)c1cccc([N+](=O)[O-])c1	-3.35
COC(=O)c1ccccc1S(=O)(=O)NC(=O)c1ccccc1	-0.0179

Other entries
SMILES	Cav32 inh
COc1ccc(N2C(=O)CC(N3CCC(c4nc5ccccc5[nH]4)CC3)C2=O)cc1 (stereo not given)	-0.0887
CNC(=S)N1CCN(c2cccc(OC)c2)CC1	1.09
C(#Cc1ccccc1)Cn1nnc2ccccc21	-3.87
Cc1cc(NC(=O)CSc2nc3ccccc3c(=O)n2C2CCCC2)no1	-0.803
CCCCN(C)Cc1c(C)[nH]c2ccc(Cl)cc2c1=O	0.383
C=C1CCN(C(Cc2ccccc2)C(=O)OC)S(=O)(=O)c2ccc(F)cc21 (stereo not given)	-0.135
Cc1cccc(Cn2c(SCCO)nc3c2c(=O)n(C)c(=O)n3C)c1	2.86
Cc1csc(C(=O)O)c1-n1cccc1	-0.318
COc1ccc(-c2cc(C(=O)Nc3c(C)nn(Cc4ccccc4Cl)c3C)no2)cc1OC	-2.96
COc1ccc(O)c(-c2cc(C(F)(F)C(F)F)nc(-c3ccccc3)n2)c1	-0.131
Cc1onc(-c2ccccc2Cl)c1C(=O)Nc1ccccc1C(N)=O	0.223
COc1cc(CCCN2C(=S)NC[C@@H]2c2ccccc2)cc(OC)c1OC	1.25
CCSc1nc(N2CCOCC2)c2c(c1C#N)CC(C)(C)N(C)C2	2.22
COCC(=O)N1CCN(c2ccc([N+](=O)[O-])cc2)CC1	0.182
CCCC(=O)NCCc1cc2cc(C)c(C)cc2[nH]c1=O	0.712
Cc1ccc(OCC(=O)N/N=C2\CCOc3c(C)cccc32)cc1	-1.29
CCc1nc(N)c(C#N)c(-c2ccncc2)c1C	0.236
Cc1cc(C)c(C#N)c(N2CCN(Cc3ccc4c(c3)OCO4)CC2)n1	0.538
Cn1c(=O)c2[nH]c(-c3cccnc3)nc2n(C)c1=O	0.409
COc1ccc(Cl)cc1NC(=O)CCn1cnc2ccccc2c1=O	0.0153
CCn1c(=NC(=O)CN2C(=O)CCC2=O)sc2c(C)cc(C)cc21	0.337
NNC(=O)c1nnn(-c2nonc2N)c1-c1cccs1	1.05
Cc1nn(-c2ccccc2)c2[nH]c(=O)c(CNCc3ccc4c(c3)OCO4)cc12	1.72
